Compound activity: PubChem BioAssay, several laboratories
STAT1 blocker: STAT1 signaling inhibitors, primary screen, cell-based, HTS, luciferase reporter. NIH 3T3 STAT1-luciferase reporter, IFN-gamma, luminescence. inhibition, % at 5.5 µM. 0.35% of 200,000 active. AID 920, 2007;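 active = inhibition above a set limit, the mean inhibition across all tested compounds plus 3 SD, cut at about 34% in these data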;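 also: 0% = IFN-gamma with DMSO and 100% = IFN-gamma with 300 µM nifuroxazide; values of inactives mirror those of a sister screen read the other way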
PPARg SRC-2 ag: agonists of PPARg-SRC-2 recruitment, primary screen, biochemical, HTS | PPARgamma LBD-SRC-2 recruitment | activation, % at 8 µM | 0.34% of 200,000 active | AID 1032, 2008; in the data active = activation above about 22%;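 also: 0% = vehicle and 100% = reference agonist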
Target sequence (P37231 whole entry, looked up, the tested form may be a part): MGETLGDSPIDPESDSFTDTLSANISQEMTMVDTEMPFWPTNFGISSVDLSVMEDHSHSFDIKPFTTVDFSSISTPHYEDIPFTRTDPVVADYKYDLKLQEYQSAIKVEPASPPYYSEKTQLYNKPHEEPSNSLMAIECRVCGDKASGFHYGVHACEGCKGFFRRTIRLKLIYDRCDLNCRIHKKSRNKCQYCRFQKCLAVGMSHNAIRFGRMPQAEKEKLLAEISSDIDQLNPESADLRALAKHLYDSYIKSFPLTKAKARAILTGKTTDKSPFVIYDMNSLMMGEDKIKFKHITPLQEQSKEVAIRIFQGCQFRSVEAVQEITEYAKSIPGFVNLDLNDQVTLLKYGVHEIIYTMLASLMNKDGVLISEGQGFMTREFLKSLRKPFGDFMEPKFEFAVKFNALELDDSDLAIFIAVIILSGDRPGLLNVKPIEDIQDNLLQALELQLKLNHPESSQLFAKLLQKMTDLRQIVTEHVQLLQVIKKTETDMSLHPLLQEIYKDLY
bIAP inh: bovine intestinal alkaline phosphatase inhibitors, primary screen, selectivity assay for TNAP inhibitor project, biochemical, bovine IAP, CDP-star luminescence; purified bovine IAP, 30 min; inhibition, % at 20 µM; 190,000 tested, under 10 active;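 active = over 50% inhibition of intestinal alkaline phosphatase at 20 µM in the single-dose screen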
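Assay system: bovine IAP enzyme; medium: DEA buffer 100 mM, pH 9.8, with MgCl2 1.0 mM, ZnCl2 0.02 mM; doses: 20 µM single dose; incubation: enzyme reaction for 30 min at room temperature; detection: CDP-star luminescence signal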
PPARg SRC-1 ag: PPARgamma agonists recruiting SRC-1 coactivator, primary screen, biochemical. Peroxisome proliferator-activated receptor gamma (Homo sapiens), P37231. AID 631, 2007. PPARgamma-SRC-1 coactivator recruitment biochemical assay. 0.41% of 200,000 active. activation, % at 8 µM; in the data active = activation above about 19%;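 also: 0% = DMSO and 100% = reference agonist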
ROMK primary: ROMK potassium channel modulators, primary screen, cell-based, thallium flux, MLSMR library; Tet-inducible ROMK, thallium flux fluorescence; actives lie on both sides; B-score at 10 µM; 2% of 130,000 active;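 active = signal ratio slope over the read window, or its plate-corrected B-score, at least 3 SD from the plate mean, either direction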;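 also: B-score of the F/F0 ratio slope over 7 to 12 s after thallium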
Target sequence (P48048 whole entry, looked up): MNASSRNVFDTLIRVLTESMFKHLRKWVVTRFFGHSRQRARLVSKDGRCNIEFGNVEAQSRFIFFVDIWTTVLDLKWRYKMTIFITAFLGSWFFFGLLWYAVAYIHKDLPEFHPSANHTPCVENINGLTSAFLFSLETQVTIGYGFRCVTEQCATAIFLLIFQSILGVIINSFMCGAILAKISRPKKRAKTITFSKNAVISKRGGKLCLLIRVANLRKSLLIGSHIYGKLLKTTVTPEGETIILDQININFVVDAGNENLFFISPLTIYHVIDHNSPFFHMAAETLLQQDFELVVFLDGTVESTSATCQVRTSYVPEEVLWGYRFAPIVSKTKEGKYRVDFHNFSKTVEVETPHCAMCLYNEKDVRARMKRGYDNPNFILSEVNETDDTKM
STAT3 act: IL-6 driven STAT3 reporter potentiators, primary screen, U3A cells, luciferase, luminescence, MLSCN library; IL-6 STAT3-luciferase reporter; 100% = signal with IL-6 EC80 alone; 0.91% of 190,000 active; activation (% of control), % at 5.6 µM;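 active = activation above the screen-wide mean of compound activation plus 3 SD, cut at about 130% in these data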;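 also: 0% = background luminescence of wells with medium and substrate only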
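Test system: human U3A cells carrying STAT3-luciferase construct; control set: IL-6-only wells as 100% reference; timing: compound pre-incubation 1 h before IL-6, then 6 h stimulation at 37 °C; also added: IL-6 stimulus at 33 ng/mL final; evaluation: % activation versus median of IL-6-stimulated wells; detection: reporter luminescence signal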
SRC2 TRFRET art: TR-FRET signal artefacts, primary screen, artefact control for PPARgamma SRC-2 agonist project, biochemical; TR-FRET artefact counter-screen; hits give high values; TR-FRET ratio at 8 µM; 0.4% of 200,000 active; AID 1049, 2008; in the data active = TR-FRET ratio above about 2000; also: inactives centre near 1500
STAT3 blocker: IL-6 driven STAT3 reporter inhibitors, primary screen, U3A cells, luciferase, luminescence, MLSCN library; IL-6 STAT3-luciferase reporter; host cell line lacks STAT1; inhibition, % at 5.5 µM; 0.89% of 190,000 active; AID 862, 2007;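 active = inhibition above the mean inhibition across all screened compounds plus 3 SD, cut at about 44% in these data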;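 also: 0% = DMSO only wells and 100% = 100 µM nifuroxazide control wells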
PPARg SRC-3 ag: PPARgamma agonists recruiting SRC-3 coactivator, primary screen, biochemical; biochemical PPARgamma/SRC-3 coactivator recruitment assay; 0.26% of 200,000 active; activation, % at 8 µM; AID 731, 2007; in the data active = activation above about 23%;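 also: 0% = DMSO and 100% = reference agonist; some compounds past the cut are filed as inactive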
TNAP act hiacc: TNAP activators at high phosphate acceptor level, primary screen, biochemical, luminescence, uHTS; Alkaline phosphatase, tissue-nonspecific isozyme (Homo sapiens), P05186; purified TNAP, CDP-star luminescence, 1 M DEA, 30 min; hits give high values; 0 = EDTA background, 1 = DMSO-only activity; activation factor at 20 µM; 200,000 tested, under 10 active; AID 1136, 2008;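 active = activation factor at least 2 at 20 µM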
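Dosing: 20 µM single point. System: human TNAP. Amount: TNAP 1/800 final. Incubation: 30 min, room temperature. Read-out: TNAP activation factor scaled between EDTA and DMSO control wells. Signal: luminescence from CDP-star hydrolysis. Medium: 1 M DEA, pH 9.8, Mg2+, Zn2+. Control set: EDTA negative control, DMSO positive control.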
bIAP act: bovine intestinal alkaline phosphatase activators, primary screen, biochemical, bovine IAP, CDP-star luminescence. alkaline phosphatase, intestinal [Bos taurus]. purified bovine IAP, 30 min; hits give high values; fold of DMSO-control signal, blank-subtracted. activation factor at 20 µM. 0.17% of 200,000 active. AID 1016, 2008;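 active = activation factor of 2 or more at 20 µM, a signal rise over negative controls twice the positive control's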
* = called active by the depositor; x = no result given.

Values run as follows: STAT1 blocker	PPARg SRC-2 ag	bIAP inh	PPARg SRC-1 ag	ROMK primary	STAT3 act	SRC2 TRFRET art	STAT3 blocker	PPARg SRC-3 ag	TNAP act hiacc	bIAP act
Cc1cc(=O)oc2cc(OCC(=O)N3CCCC(C)C3)ccc12 (centres undefined)
 : 2	3	-5	3	x	100	1624	7	-2	1.1	1.1
C[N+]1(CC(=O)OCCCc2ccccc2)CCOCC1
 : -2	6	8	5	x	92	1691	13	0	1	0.9
COc1ccc(C2C3=C(CCCC3=O)Nc3nc4ccccc4n32)cc1OC (centres undefined)
 : 0	-2	x	-14	x	94	1420	11	5	x	x
COc1ccc(-c2nnnn2-c2ccccc2OC)cc1
 : 7	-1	-9	-4	x	106	1451	-2	1	1	1.1
Cc1ccc(N=Cc2c(O)n(-c3nccs3)c(=O)c3ccccc23)cc1
 : -8	-4	2	3	x	90	1444	15	-4	1	1
CCc1ccc(NC(=O)c2ccc(Cn3cc([N+](=O)[O-])cn3)cc2)cc1
 : -15	1	4	-12	x	91	1576	14	-1	1	1
Cc1cccc2cc(C#N)c(NCCNS(=O)(=O)c3ccc4c(c3)OCCO4)nc12
 : 1	5	-1	-1	x	98	1342	8	-1	1	1
c1cc2ccc3ccc(CN4CCOCC4)c4ccc(c1)c2c34
 : -18	-8	-1	3	x	96	1596	9	-9	1	1
Cc1cnc(C(=O)OCC(=O)Nc2ccc(Cl)cc2)cn1
 : -8	5	2	1	x	120	1666	-19	12	1	1
O=c1oc2ccccc2c(NCCc2ccccc2)c1[N+](=O)[O-]
 : 2	-5	22	2	-0.22	93	1428	8	-1	1	0.8
CCCCNC(=O)Nc1cnn(CC)c1C(N)=O
 : 8	4	12	-1	1	99	1505	5	11	1	0.9
Cn1c(-c2ccc(C(C)(C)C)cc2)n[nH]c1=S
 : -16	13	7	8	x	100	1566	6	0	1	0.9
CC(C)c1ccc(N2CCN(C(=O)c3ccccc3NC(=O)/C=C(\C(=O)O)c3ccccc3)CC2)cc1
 : 3	19	-13	12	x	99	1655	9	-3	1	1.1
COC(=O)N/N=C\c1cc(Br)ccc1OCc1ccccc1
 : 3	6	-15	3	-1.2	92	1527	11	-2	0.9	1.1
Cn1c(=O)oc2cc(S(=O)(=O)Nc3cccc(C(=O)O)c3)ccc21
 : 2	5	9	-1	x	93	1643	12	-2	1	0.9
CCOC(=O)CSc1ccc(-c2nc3cc(C)c(C)cc3[nH]2)cn1
 : -11	9	11	3	x	90	1657	15	5	1	0.9
Cc1ccc(C)c(N(C(=O)Cn2nnc(-c3cccs3)n2)C(C(=O)NC2CC2)c2ccc(C)o2)c1 (centres undefined)
 : -6	5	12	5	-0.26	106	1513	-4	6	1.1	0.9
Cn1ncc(Br)c1C(=O)NC(=S)N1CCN(c2ccccn2)CC1
 : 8	7	-1	6	0.14	101	1623	-2	4	1	1
Cc1cc(OCc2nc(-c3ccncc3)no2)cc(C)c1Cl
 : -5	3	0	0	0.52	91	1835	16	2	1	1
C=CCNc1nc(N)c(C(=C(C#N)C#N)c2ccccc2)s1
 : 7	10	22	14	x	80	1640	30	4	1	0.8
CN(C)c1nc(Oc2ccc(/C=N/O)cc2)nc(N(C)C)n1
 : 6	5	6	6	0.071	90	1624	18	-2	1	0.9
CC1CCCCN1S(=O)(=O)c1ccc(S(=O)(=O)N2CCN(c3ccccc3)CC2)cc1 (centres undefined)
 : -9	9	x	5	0.0061	96	1674	4	6	1.1	0.4
O=C(Cn1ccc(C(F)(F)F)n1)N/N=C/c1cccs1
 : 1	0	-14	4	x	101	1493	1	5	1.1	1.1
Cc1cc(NC(=O)c2cccnc2)ccc1NC(=O)c1ccco1
 : -9	-1	7	-6	1.1	84	1380	22	3	1.1	0.9
COc1cc(-c2nnc(SCc3c(F)cccc3Cl)o2)cc(OC)c1OC
 : 8	3	0	1	x	90	1682	16	5	1	1
C=CCNC(=S)Nc1ccc(C(N)=O)cc1
 : -5	0	-10	-3	0.68	94	1812	12	-2	1	1.1
COc1ccc([N+](=O)[O-])cc1NC(=O)C1CCCO1 (centres undefined)
 : 7	6	-3	8	x	103	1587	0	-1	1	1
Cc1ccc2ccccc2c1COC(=O)c1nonc1N
 : 1	4	12	6	x	96	1744	9	13	1	0.9
CC1(C)CC2CC(C)(CN2C(=O)COc2cccc3ccccc23)C1 (centres undefined)
 : 3	0	0	-1	-1.5	114	1480	-10	-5	1	1
Cn1cccc1C(C(=O)NC1CCCCC1)N(C(=O)Cc1cccs1)c1ccc2c(c1)OCO2 (centres undefined)
 : 0	0	17	2	x	102	1337	4	-1	1.1	0.8
CCNc1nc(SCCOc2ccc(Cl)cc2Cl)nc(N(C)C)n1
 : 4	2	4	-1	-0.039	97	1552	14	2	1	1
Oc1ccc(N=C/C=C/c2cccc(Br)c2)cc1-c1nc2ccccc2s1
 : -49	0	20	-2	0.91	113	1418	-18	1	0.8	0.8
COc1cc2c(cc1C1NC(=S)NC(C)=C1C(=O)N(C)C)CCCC2 (centres undefined)
 : -9	-3	-1	8	0.086	93	1792	7	8	1	1
CCc1ccc(OCC(=O)Nc2ccc3c(c2)COC3=O)cc1
 : 7	-8	20	-3	x	88	1424	17	-6	1	0.8
Cc1ccc(-n2c3c(cc(C(=O)NCc4ccco4)c2=O)C(=O)CC(C)(C)C3)cc1
 : -1	9	-18	4	x	100	1921	4	3	1.1	1.2
CCOC(=O)N1CCN(C(=O)C2COc3ccccc3O2)CC1 (centres undefined)
 : 8	6	5	-3	x	93	1652	11	1	1	1
O=C(CCCN1C(=O)/C(=C/c2ccccc2)SC1=S)Nc1ccc(O)cc1
 : 7	-5	7	11	-0.42	97	1755	4	8	1	0.9
CCOc1ccccc1-n1c(SCC(=O)NC)nnc1-c1ccco1
 : -2	7	6	3	x	101	1682	8	-3	1	0.9
CCOc1ccccc1OCCOCCN1CCN(Cc2ccccc2)CC1
 : -4	-4	-20	2	-0.61	97	1515	9	-4	1.1	1.2
CCN(CC)C(=O)COc1ccc2oc(C)c(C(=O)OC)c2c1
 : 2	-1	10	-2	-0.081	96	1388	8	3	1	0.9

Complete entries, looked up by structure. Screens in order: STAT1 blocker, PPARg SRC-2 ag, bIAP inh, PPARg SRC-1 ag, ROMK primary, STAT3 act, SRC2 TRFRET art, STAT3 blocker, PPARg SRC-3 ag, TNAP act hiacc, bIAP act
Shown for `CCCCNC(=O)Nc1cnn(CC)c1C(N)=O` : 8, 4, 12, -1, 1, 99, 1505, 5, 11, 1, 0.9
Shown for `CCN(CC)C(=O)COc1ccc2oc(C)c(C(=O)OC)c2c1` : 2, -1, 10, -2, -0.081, 96, 1388, 8, 3, 1, 0.9

Continued:
Values run as follows: STAT1 blocker	PPARg SRC-2 ag	bIAP inh	PPARg SRC-1 ag	ROMK primary	STAT3 act	SRC2 TRFRET art	STAT3 blocker	PPARg SRC-3 ag	TNAP act hiacc	bIAP act
O=C(NC1CCCCCC1)c1ccc(CN2CCOCC2)cc1
 : -11	-1	0	-2	x	114	1488	-17	5	1	1
COc1ccc(CNC(=O)C(=O)NCC(c2ccco2)N2CCOCC2)cc1 (centres undefined)
 : 5	4	14	-6	0.63	98	1557	6	-3	1	0.9
Cc1[nH]n(-c2ccc(Cl)c(Cl)c2)c(=O)c1CCO
 : -4	6	8	-1	1	102	1556	4	5	1	0.9
CCOC(=O)N/N=C(\C)c1ccc(C)c([N+](=O)[O-])c1
 : -11	-5	24	0	x	90	1595	14	-1	1.1	0.8
CCCCCCC1CCC(C(=O)Nn2c(C)nc3ccccc3c2=O)CC1 (centres undefined)
 : 6	22*	x	5	0.77	101	1723	5	-4	1	0.3
COc1ccc2cc(CN(CCO)C(=O)c3ccc(Br)cc3)c(=O)[nH]c2c1
 : 3	4	4	-7	x	95	1526	9	6	1.1	1
O=C(O)COc1ccc2c3c(c(=O)oc2c1)CCC3
 : 3	8	8	4	x	95	1505	8	10	1	0.9
CC(C)(C)NC(=O)C(=O)NNC(=O)COc1ccc(Br)cc1
 : 3	3	20	7	1.8	103	1593	-1	1	1	0.8
O=C(C1CCN(c2nnc(-n3cccc3)s2)CC1)N1CCOCC1
 : -15	-9	1	-6	x	104	1369	-5	3	1.1	1
CC1N(C)c2cc(NC(=O)c3ccco3)ccc2C1(C)C (centres undefined)
 : -47	13	5	6	x	109	1629	-5	11	1.1	1
C=CCNC(=O)c1c(-c2c(F)cccc2Cl)noc1C
 : -3	-6	16	-1	-0.54	100	1404	6	-2	1.1	0.8
Cc1cc2oc(=O)cc(Cn3nnc(-c4ccc(Cl)cc4)n3)c2cc1C(C)C
 : -5	3	x	4	x	104	1527	1	2	1	0.5
O=C(Nc1nccs1)c1cccc(N2C(=O)c3cccc4c([N+](=O)[O-])ccc(c34)C2=O)c1
 : 7	2	2	3	-1.2	102	1564	4	13	1	1
COc1ccc(C(=O)CN2C(=O)NC3(CCCCC3)C2=O)cc1OC
 : 1	12	-3	1	0.51	98	1643	7	2	1	1
O=C1Nc2ccccc2S/C1=C/Nc1cccc(Cl)c1
 : -33	6	8	8	0.26	96	1634	13	4	1.1	0.9
O=C1C2=C(Nc3ccccc3SC2c2ccco2)c2ccccc21 (centres undefined)
 : -6	-6	29	-9	x	137*	1424	-36	-2	0.9	0.7
Cc1cc(C(F)(F)F)nn1CC(=O)NNC(=S)Nc1cccc(Cl)c1
 : 9	2	-25	6	-0.45	95	1705	12	7	1	1.2
CCC(c1c(C)n(C)n(-c2ccccc2)c1=O)c1c(C)n(C)n(-c2ccccc2)c1=O
 : 5	4	4	-2	0.16	99	1605	2	1	1	1
O=C(c1cc2nc(-c3ccco3)cc(C(F)(F)F)n2n1)N1CCCCCC1
 : 9	11	3	3	x	93	1633	12	9	1	1
CC(C)(C)CC(=O)NC(=S)N1CCCCCC1
 : 7	9	1	-4	x	106	1544	5	-5	1	1
COc1ccc(NC(=O)CSc2nnc(C)n2Cc2ccccc2)cc1
 : 5	-4	-4	-5	x	104	1521	-2	-4	1	1
CC(C)(O)C#Cc1ccc(C(=O)NCc2cccs2)s1
 : 7	9	0	-3	0.036	104	1518	-2	3	1	1
Nc1cc2c(cc1[N+](=O)[O-])OCCOCCOCCO2
 : -7	0	12	-2	x	96	1550	8	1	1	0.9
Clc1ccc(OCCn2c(-c3ccco3)nc3ccccc32)cc1
 : 6	10	8	-4	-1.3	88	1387	18	7	1.1	0.9
OCc1ccnc(Cl)c1
 : -2	2	-3	2	0.61	99	1599	4	6	1	1
